TAG inh = inhibitors of triacylglycerol accumulation, primary screen, cell-based, uHTS, fluorescence, H9c2. AID 651582, 2012. hit rate 0.66% among 230,000. inhibition, % at 12.5 µM. H9c2 cells, Nile Red lipid (TAG) fluorescence; cells loaded with 200 µM oleic acid;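 active = pattern-corrected inhibition of lipid staining of at least 50% with the nuclear-stain viability signal not falling by more than 50%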;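 note: 0% = DMSO wells and 100% = triacsin C control wells; some results filed as inactive read as strong as hits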
TAG inh DAPI viability = also measured in TAG inh; calls as there; DAPI nuclei signal change (viability), lower = more cytotoxic, %;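 whole-well DAPI fluorescence read on a plate reader as a viability signal; minus 50 percent equals half of cells still viable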
* marks the source's active call; other numbers are inactive results. A portion of the library; the hit share may differ from the screen's.

compound,TAG inh,TAG inh DAPI viability
O=C(CCCOc1ccc(Cl)cc1Cl)NC(Cc1ccccc1)C(=O)O (stereo unspecified),3,1
Cc1cc(C)cc(NC(=S)N2CCN(S(=O)(=O)c3ccccc3)CC2)c1,13,0
Cc1ccc2sc(NC(=O)c3cccc(N4C(=O)CCC4=O)c3)nc2c1C,7,-9
COc1ccc(NC(=O)N(C)C[C@H]2Oc3ccc(NS(=O)(=O)c4ccc(OC)cc4)cc3C(=O)N([C@H](C)CO)C[C@@H]2C)cc1,0,0
CCCCC(CC)C1OCC(CN2CCCCC2)O1 (stereo unspecified),9,3
CC(C)[C@H](NC(=O)c1c(F)cccc1F)C(=O)OCC(=O)NC(=O)NC1CCCC1,7,-1
COc1ccc(CC(=O)OCC(=O)NCc2ccco2)cc1,-16,-7
Cn1c(=O)c2[nH]c(CCCCCc3nc4ccccc4[nH]3)nc2n(C)c1=O,2,0
CCNc1nc(NCC)nc(SCC(C)=O)n1,-9,10
CCOC(=O)C1CCCN(C(=O)CSc2ccc(Br)cc2)C1 (stereo unspecified),0,-8
Cc1cccc(NC(=O)NCC(c2ccco2)N2CCCCC2)c1 (stereo unspecified),-28,-2
CCOC(=O)c1cnn(-c2cc(Oc3cccc(C)c3)ncn2)c1N,-8,-7

Reprinted from the part before: two compounds, followed by the next part.
compound,TAG inh,TAG inh DAPI viability
Cc1cccc(NC(=O)NCC(c2ccco2)N2CCCCC2)c1 (stereo unspecified),-28,-2
CCOC(=O)c1cnn(-c2cc(Oc3cccc(C)c3)ncn2)c1N,-8,-7
Cc1cccc(C)c1OCC(=O)Nn1c(C)nc2ccccc2c1=O,1,-1
Cc1cc(C)n2nc(SC3CCCCN(C(=O)c4ccc(F)cc4)C3=O)nc2n1 (stereo unspecified),12,-7
CCCN1C(=O)/C(=C/c2nc3ccccc3c(=O)[nH]2)c2cc(C)ccc21,24,-11
CCOc1ccc(NS(=O)(=O)c2ccc(C(=O)N(C)CCc3ccc(OC)c(OC)c3)cc2)cc1,-14,2
O=C(NCc1cccs1)C1CC(=O)N(c2ccc(F)cc2)C1 (stereo unspecified),13,-33
O=C(Nc1ccc(O)cc1)c1ccc(NC(=O)C2CCCO2)cc1 (stereo unspecified),14,-8
CC(C)c1ccc(-c2nnn(CCC#N)n2)cc1,7,-7
CCN(C(=O)CSc1nc(N)cc(N)n1)C1CCS(=O)(=O)C1 (stereo unspecified),1,0
COc1cc(/C=N/NC(N)=O)ccc1OCC(=O)N1C(C)CCCC1C (stereo unspecified),-6,-4
CC(NC(=O)Cc1ccc(-c2ccccc2)cc1)c1ccccc1 (stereo unspecified),19,4
O=C([C@@H]1CCCN1C(=O)c1cccs1)N1CCN(S(=O)(=O)c2cccc(F)c2)CC1,3,4
Cc1ccc(SCC(=O)N2N=CCC2c2ccccc2)cc1 (stereo unspecified),-15,11

Next compounds
compound,TAG inh,TAG inh DAPI viability
COc1ccc(C=NNC(=S)NN=Cc2ccc(OC)c(OC)c2)cc1OC,10,-3
Cc1[nH]nc2c1C(c1cccnc1)N(c1ccc(Br)cc1)C2=O (stereo unspecified),5,-12
CCSc1nnc(N2C(=O)c3ccc(C(=O)c4ccc(C(=O)O)cc4)cc3C2=O)s1,-5,5
CCOC(=O)c1nc(C)nc(Sc2n[nH]c(-c3cc(C(F)(F)F)cc(C(F)(F)F)c3)n2)c1C,-3,0
CC(C)C[C@H](NC(=O)c1nc[nH]c1C(=O)N[C@@H](CCCCNC(=O)OC(C)(C)C)C(=O)OC(C)(C)C)C(=O)OCc1ccccc1,0,-4
Cc1ccc(C(=O)N2CC=C(c3ccccc3)CC2)o1,-9,3
O=C(Nc1ccccc1C(=O)N1CCN(c2ccccc2)CC1)c1ccco1,-24,14
COc1ccccc1-n1c(SCC(=O)N2CCCC2)nc2cccnc21,-29,7
CNC(=O)C[C@H]1C(=O)N(c2ccc(OC)cc2)C[C@@H]1C,2,-1
O=C(N/C(=C/c1ccccc1Cl)C(=O)N1CCCCC1)c1ccco1,-5,3
COc1ccc(CNc2nc3nc(-c4ccccc4)cc(=O)n3[nH]2)cc1OC,0,1
CCS(=O)(=O)Nc1ccc2c(c1)N(C(C)=O)c1ccccc1CC2,-16,-4

(further entries)
compound,TAG inh,TAG inh DAPI viability
COc1cccc(/C=C/C(=O)Nc2ccc3nc4n(c(=O)c3c2)CCCC4)c1OC,-14,26
CCCCn1c(N)c(N(CC(C)C)C(=O)CSCc2c(C)noc2C)c(=O)[nH]c1=O,2,-1
COc1ccc(OCc2cc(C(=O)N3CCN(C4CCCC4)CC3)no2)c(Cl)c1,-5,5
CC(C)[C@H](CO)Nc1nc(Nc2ccc(Cl)c(C(=O)O)c2)c2ncn(C(C)C)c2n1,16,-10
CCCN(CC1CC1)c1nc(C)nc(Nc2c(Cl)cc(Cl)cc2Cl)c1Cl,-27,-11
O=C(O)c1cnc(-c2ccccc2)nc1Oc1ccccc1,8,0
CCSc1nnc(NC(=O)C2CC=CCC2C(=O)O)s1 (stereo unspecified),3,4
NC(=O)Cn1c(S(=O)(=O)Cc2ccccc2)nc2ccccc21,-15,12
Cn1c(=O)c2cc(NC(=O)NCCc3cccs3)ccc2n1-c1ccc(C(C)(C)C)cc1,0,18
Cc1ccc(S(=O)(=O)N2CCN(C(=O)c3cc(S(=O)(=O)N(C)C)ccc3N3CCCC3)CC2)cc1,2,-11
CN(Cc1ccccc1)C(=O)COC(=O)c1cc(=O)c2ccccc2o1,-20,-2
CC(=O)c1csc(Nc2ccccc2Cl)n1,4,18

Some of the entries above in another layout.
SMILES: NC(=O)Cn1c(S(=O)(=O)Cc2ccccc2)nc2ccccc21
  TAG inh = -15 | TAG inh DAPI viability = 12
SMILES: Cn1c(=O)c2cc(NC(=O)NCCc3cccs3)ccc2n1-c1ccc(C(C)(C)C)cc1
  TAG inh = 0 | TAG inh DAPI viability = 18
SMILES: Cc1ccc(S(=O)(=O)N2CCN(C(=O)c3cc(S(=O)(=O)N(C)C)ccc3N3CCCC3)CC2)cc1
  TAG inh = 2 | TAG inh DAPI viability = -11
SMILES: CN(Cc1ccccc1)C(=O)COC(=O)c1cc(=O)c2ccccc2o1
  TAG inh = -20 | TAG inh DAPI viability = -2

Next compounds.
compound,TAG inh,TAG inh DAPI viability
Cc1ccc(CN2CCC(CO)(CC3CCCCO3)CC2)o1 (stereo unspecified),2,-2
COc1ccc(-c2nc(CS(=O)(=O)CC(=O)Nc3ccc(Cl)cc3)c(C)o2)cc1,-6,4
COC(=O)c1ccccc1NC(=O)CSc1ccccn1,-15,0
COc1ccc(C(CC(=O)NCc2ccco2)c2ccc(F)cc2)cc1 (stereo unspecified),-9,9
Cc1ncoc1C(=O)N1CCCC(CCC(=O)NCc2ccccc2F)C1 (stereo unspecified),8,7
O=C(NCC1CCCCC1)c1cc(S(=O)(=O)N2CCCCC2)ccc1Cl,15,-7
O=C(NCCC1CCCCN1S(=O)(=O)c1cccs1)C(=O)Nc1ccccc1F (stereo unspecified),2,-4
CC1CCN(C(=O)CN2c3cccc4cccc(c34)S2(=O)=O)CC1,-5,7
CCOC(=O)N1CCC2(CC1)CC(=O)c1c(ccc3oc(C(=O)O)c(C)c13)O2,-5,-2
CCCNS(=O)(=O)c1ccc(Oc2ncc(C(F)(F)F)cc2Cl)cc1,8,-1
O=C(NCc1cccnc1)c1cccc(NS(=O)(=O)c2ccc(Br)cc2)c1,4,0
NS(=O)(=O)c1ccc(CNS(=O)(=O)c2cccc3nonc23)cc1,-2,2

Whole records from above.
Entry for COc1ccc(C(CC(=O)NCc2ccco2)c2ccc(F)cc2)cc1 (stereo unspecified) = TAG inh = -9; TAG inh DAPI viability = 9
Entry for Cc1ccc(CN2CCC(CO)(CC3CCCCO3)CC2)o1 (stereo unspecified) = TAG inh = 2; TAG inh DAPI viability = -2

Later entries
compound,TAG inh,TAG inh DAPI viability
Cc1ccc(S(=O)(=O)N(C)C[C@@H]2OCc3ccccc3-c3c(n(C)c4ccccc34)C(=O)N([C@H](C)CO)C[C@@H]2C)cc1,45,-10
COC(=O)c1sc(=S)n(-c2ccc(Cl)cc2)c1C,4,-1
O=C(NNC(=O)c1ccc2c(c1)OCO2)NC1CCCCC1,-2,5
CC(C)CN(C(=O)c1ccc(N2CCCC2=O)cc1)C1CCS(=O)(=O)C1 (stereo unspecified),1,2
CN(CC(=O)Nc1ccc(F)cc1)C(=O)COC(=O)CNC(=O)c1ccc(Cl)cc1Cl,-17,5
Cc1cccc(-c2cnc(C(O)Cc3ccccc3)[nH]2)c1 (stereo unspecified),-7,7
O=C1/C(=C/c2ccccc2)SC(=S)N1C1CCS(=O)(=O)C1 (stereo unspecified),-12,1
COc1ccc(N2C(=O)c3ccccc3S2(=O)=O)cc1,-2,-1
COc1ccccc1N(C)S(=O)(=O)c1ccc(C(=O)NCC2CCCCC2)cc1,-16,8
CCOC(=O)C1=C(CSc2nc3c(cc2C#N)CN(C)CC3)OC(N)=C(C#N)C1c1ccc(Cl)cc1 (stereo unspecified),5,14
CCCC1NC(=O)c2cc3ccccc3cc2-n2c1nc1cc(F)ccc1c2=O (stereo unspecified),-13,6
O=C(Oc1ccc(C(=S)N2CCOCC2)cc1Br)c1cc(Cl)ccc1Cl,-8,3

(cont.)
compound,TAG inh,TAG inh DAPI viability
CCn1c2ccccc2c2cc(CN3CCN(C(=O)c4ccco4)CC3)ccc21,-10,4
O=C(CCC(=O)c1ccc(F)cc1)NCC1(N2CCCCC2)CCCCC1,9,-2
COc1ccccc1C(=O)COC(=O)c1cccc(-n2cnnn2)c1,9,-8
COc1cccc(C(=O)Nc2nc(-c3ccc(S(=O)(=O)N4CCOCC4)cc3)cs2)c1,22,6
Cc1ccc(NC(=O)c2ccc(NC(=O)c3ccccc3)cc2)cc1C,6,3
CCOC(=O)N1CCN(S(=O)(=O)c2ccc(C(=O)N(CCCN(C)C)c3nc4cc(OC)ccc4s3)cc2)CC1,13,7
O=C(NCC(=O)N(Cc1ccco1)C(C(=O)NC1CCCCC1)c1ccncc1)c1cccs1 (stereo unspecified),-3,0
CN(C(=O)c1ccc([N+](=O)[O-])cc1)c1ccccc1C(=O)NCc1ccccc1,-8,0
Cc1[nH]c2ccccc2c1C(Nc1nccs1)c1ccncc1 (stereo unspecified),2,-2
O=S(=O)(Nc1cc(C(F)(F)F)ccc1N1CCOCC1)c1ccccc1,-16,6
COc1cc(OC)c(NC(=O)/C=C/C(=O)O)cc1Cl,5,4
CC(=O)C1=C(C)OC(N)=C(C#N)C1c1cc([N+](=O)[O-])ccc1Cl (stereo unspecified),16,-13

Next section
compound,TAG inh,TAG inh DAPI viability
CC(=O)O/N=C(\N)c1cnn2c(C(F)(F)F)cc(C(F)(F)F)nc12,0,1
COc1ccc(Cl)cc1C(=O)OCC(=O)NCc1cccs1,-19,-1
CCc1nnc(NS(=O)(=O)c2ccc(N3C(=O)c4ccccc4C3=O)cc2)s1,-1,1
CCCOc1ccc(C(=O)Nc2ccc(Cl)cn2)cc1,0,-2
CCCCOc1ccc(CSCCN=C(N)N)cc1,0,-5
COc1cccc(C(=O)NCC2CCCN(C(=O)Cc3cccc(C)c3)C2)c1OC (stereo unspecified),-1,-3
O=C(Nc1cc(S(=O)(=O)N2CCOCC2)ccc1N1CCOCC1)c1ccc(S(=O)(=O)N2CCCCC2)cc1,6,11
Cc1ccc(C)c(S(=O)(=O)NC(Cc2c[nH]c3ccccc23)C(=O)O)c1 (stereo unspecified),-8,-11
CCOC(=O)CSc1nc2cc3c(cc2cc1C)OCO3,-1,6
Cc1ccc(CNC(=O)CSc2nnc(CNC(=O)c3ccc(F)cc3)o2)cc1,-17,3
CN(CC(=O)Nc1ccc(F)c(F)c1F)C(=O)Cc1ccc(S(=O)(=O)N2CCOCC2)s1,-7,-1
CCC1NC(=S)NC(C)=C1C(=O)c1ccccc1 (stereo unspecified),6,8

Going on with the list:
compound,TAG inh,TAG inh DAPI viability
C[C@H]1CN[C@@H](CCO)/C1=C\c1ccccc1,16,5
COc1ccc(C(=O)Nc2ccc(-c3ccc(C)o3)cc2)cc1S(=O)(=O)N1CCOCC1,14,-2
COC(=O)CSc1nc(C)cc(C)n1,15,-4
CC1CC1C(=O)OCC(=O)Nc1cccc(F)c1 (stereo unspecified),-17,5
CC(C)CC(OC(=O)c1cccs1)C(=O)NCc1cccs1 (stereo unspecified),31,-9
CC(=O)c1c(N2CCOCC2)nc(=S)n(Cc2ccccc2)c1C,-7,10
COc1ccccc1OCCSc1nnc(C)n1-c1ccccc1,3,17
COc1ccc(N=Cc2c(O)ccc3ccccc23)cc1,4,-13
CC(=O)Nc1cnc2ccccc2n1,2,0
Cc1cccc(C(=O)N/N=C/c2ccoc2)c1,3,-2
Cc1sc2nc(-c3ccco3)oc(=O)c2c1C,-4,-4
CCN(CC(=O)Nc1cc(Cl)ccc1C)C(=O)c1cc([N+](=O)[O-])ccc1N1CCOCC1,2,-5
CCOC(=O)c1cc(C#N)c(SC)nc1C,-6,9
Cc1ccc(CSc2ccc(C(=O)N3CCOCC3)cc2[N+](=O)[O-])cc1,-8,8

From PubChem BioAssay
